Source: PubChem BioAssay
EPAC1 agonist – agonists of human EPAC1 | O95398 | Potency, µM (series often up to 154 µM), inactives show at the top dose activation, actives largely listed as activators | EPAC1 agonist qHTS, biochemical assay; response scale: 100% = response to 6.5 mM cAMP | 360,000 compounds, 0.073% hits; further: potency means the concentration at half of the fitted maximal effect; nearly all actives have a fitted effect of over 60% in size
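Fluorescent GDP-exchange assay: 100 nM EPAC1 with 250 nM Rap1B preloaded with BODIPY-GDP and 50 uM GDP; compounds tested as concentration series, 5 min at room temperature, then read every 5 min for 30 min (ex 480/em 540 nm); normalized to 6.5 mM cAMP.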
PI5P4Ka inh – PI5P4K alpha (human) kinase inhibition; max response, %; PI5P4Kalpha enzyme, ADP-Glo luminescence, 60 min; active compounds read low; 330,000 compounds, 1.2% hits; active means max response of -50% or lower; inconclusive means between -30% and -50%; inactive means -30% or higher; further: value at the top dose of about 77 µM; on the % scale 0 is the no-effect control and ±100 the full control effect
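Luminescence from ADP-Glo served as readout of PI5P4Kalpha activity in a qHTS format. Reaction: enzyme, substrate, compound, ATP at 5 microM final, 60 min at RT.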
EPAC1 antagonist – EPAC1 (human) antagonism; O95398; EPAC1 GEF assay, Rap1b-BODIPY-GDP exchange fluorescence; Potency, µM (top dose mostly 115 µM), for the others: at the top dose activity change, negative = inhibition, most hits filed as inhibitors; 360,000 compounds, 0.14% hits; AID 720709;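 further: potency means the concentration at half of the fitted maximal effect; plate controls were vehicle for no effect and positive control for full effect; nearly all actives have a fitted effect of over 50% in size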
WRN inhibitor – inhibitors of human WRN helicase; Q14191; WRN helicase unwinding, fluorescent forked duplex, kinetic; Potency, µM (highest dose often 114 µM), for the others: at the highest dose activity change, negative = inhibition, actives largely listed as inhibitors; 360,000 compounds, 0.46% hits; further: potency means the concentration at half of the fitted maximal effect; on the % scale 0 is the no-effect control and ±100 the full control effect; nearly all actives have a fitted effect of over 55% in size
Target sequence (Q14191 whole entry, looked up): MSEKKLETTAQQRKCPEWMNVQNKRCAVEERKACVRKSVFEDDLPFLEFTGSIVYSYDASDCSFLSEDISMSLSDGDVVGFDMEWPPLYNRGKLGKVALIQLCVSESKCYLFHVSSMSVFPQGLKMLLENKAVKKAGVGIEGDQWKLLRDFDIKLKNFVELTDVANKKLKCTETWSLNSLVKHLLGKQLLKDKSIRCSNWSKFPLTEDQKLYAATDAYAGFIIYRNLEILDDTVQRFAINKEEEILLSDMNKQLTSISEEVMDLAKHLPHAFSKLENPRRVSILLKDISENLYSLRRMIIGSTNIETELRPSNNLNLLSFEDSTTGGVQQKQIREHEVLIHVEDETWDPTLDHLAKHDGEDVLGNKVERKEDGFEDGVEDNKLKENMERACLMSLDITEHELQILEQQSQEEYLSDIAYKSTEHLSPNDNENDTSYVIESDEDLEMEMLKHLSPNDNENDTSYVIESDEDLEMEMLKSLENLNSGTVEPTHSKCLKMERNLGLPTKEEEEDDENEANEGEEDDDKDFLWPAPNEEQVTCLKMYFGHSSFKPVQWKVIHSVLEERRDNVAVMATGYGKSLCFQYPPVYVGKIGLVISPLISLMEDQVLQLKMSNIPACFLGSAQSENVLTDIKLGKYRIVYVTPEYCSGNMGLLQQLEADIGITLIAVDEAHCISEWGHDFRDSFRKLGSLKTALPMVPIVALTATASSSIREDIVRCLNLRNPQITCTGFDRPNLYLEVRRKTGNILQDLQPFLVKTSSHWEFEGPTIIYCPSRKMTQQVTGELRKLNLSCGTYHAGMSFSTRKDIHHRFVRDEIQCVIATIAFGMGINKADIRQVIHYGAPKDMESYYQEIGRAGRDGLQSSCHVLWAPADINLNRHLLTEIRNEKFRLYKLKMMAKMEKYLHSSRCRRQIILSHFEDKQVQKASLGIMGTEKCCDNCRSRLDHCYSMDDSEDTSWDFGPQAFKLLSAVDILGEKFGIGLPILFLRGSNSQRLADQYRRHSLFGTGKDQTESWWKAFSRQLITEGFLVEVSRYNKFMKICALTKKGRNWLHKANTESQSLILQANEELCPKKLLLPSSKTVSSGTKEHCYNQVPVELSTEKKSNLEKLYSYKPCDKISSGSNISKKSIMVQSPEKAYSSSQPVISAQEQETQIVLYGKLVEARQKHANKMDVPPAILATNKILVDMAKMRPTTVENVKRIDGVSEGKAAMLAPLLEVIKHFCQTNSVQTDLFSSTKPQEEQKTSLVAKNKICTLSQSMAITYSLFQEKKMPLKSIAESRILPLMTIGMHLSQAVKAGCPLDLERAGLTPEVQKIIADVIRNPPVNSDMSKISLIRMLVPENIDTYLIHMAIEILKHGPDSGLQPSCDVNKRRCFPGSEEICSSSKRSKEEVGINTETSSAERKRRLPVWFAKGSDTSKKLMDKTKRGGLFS
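Kinetic red-fluorescence monitoring (525/598 nm) tracks WRN helicase activity after 100 nM fluorophore-quencher forked duplex and 2 mM ATP are added to 20 nM enzyme pretreated 15 min at room temperature with compound.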
CCT modulator – changes cytosolic chaperonin activity; activity change, % (concentration not given with the values), hits read low; 360,000 compounds, 0.3% hits; purified chaperonin ATPase assay, HTRF ADP detection, 30 min; in the data active means activity change below about -30%; further: on the % scale 0 is the no-effect control and ±100 the full control effect
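We incubate TRiC, 40 or 20 nM final, with library compounds at 76 uM and 10 uM ATP for 30 min at 37 °C. ADP formed is detected with Transcreener HTRF reagents after 30 min at room temperature.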
EPAC2 antag – antagonists of human EPAC2 | EPAC2 GEF exchange of Rap1B-BODIPY-GDP, fluorescence | Q8WZA2 | Potency, µM (titrated, usually from 114 µM), for the others: top-dose activity, negative = inhibition, actives largely listed as inhibitors | 360,000 compounds, 0.18% hits; further: potency means the concentration at half of the fitted maximal effect; on the % scale 0 is the no-effect control and ±100 the full control effect; nearly all actives have a fitted effect of over 45% in size; many of its hits are not listed in these tables
PLK1 PBD block – blocks phosphopeptide binding to human PLK1 polo-box domain; AID 720504; Plk1 PBD binding of FITC phosphopeptide, fluorescence polarization; Potency, µM, without a hit: max response, negative = inhibition, actives largely listed as inhibitors; P53350; 360,000 compounds, 2.8% hits; further: potency means the concentration at half of the fitted maximal effect; series mostly up to about 57 µM; on the % scale 0 is the no-effect control and ±100 the full control effect; nearly all actives have a fitted effect of over 65% in size
Mm-Cpn inhibitor – blocks the Methanococcus maripaludis chaperonin Mm-Cpn | purified Mm-Cpn ATPase, ADP Transcreener TR-FRET | Potency, µM (highest dose often 76.9 µM), inactives show at the highest dose activity, negative = inhibition, actives largely listed as inhibitors | 330,000 compounds, 0.031% hits | AID 504842; further: potency means the concentration at half of the fitted maximal effect; on the % scale 0 is the no-effect control and ±100 the full control effect; nearly all actives have a fitted effect of over 80% in size
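TR-FRET (320 nm excitation; 590 and 665 nm emission) reports ADP made from 10 uM ATP by 25 nM enzyme; compounds were preincubated 10 min, reaction run 30 min, both at 37°C.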
Numbers without * were called inactive; u = inconclusive; x = no result given; [ ] = dose if it differs, or a comment. Unless noted, the call rests on the fitted dose curve; in most records, active means well fitted curve in the direction sought with a large enough effect; inconclusive means small, poorly fitted or top-dose-only effect, or another doubt; inactive means no such curve, though single readings can be large; an effect the other way counts as inactive or inconclusive. Some of the compounds tested (hit frequency here may not be typical).

Screens in order – PLK1 PBD block	WRN inhibitor	Mm-Cpn inhibitor	EPAC1 agonist	EPAC2 antag	EPAC1 antagonist	CCT modulator	PI5P4Ka inh
> COc1cccc(/C=C2/SC(=S)N(CC(=O)Nc3nnc(C)s3)C2=O)c1
→ 1%	-4%	0%	1%	1%	11%	1.3	-27
> CC(C)(C)n1nnnc1CN1CCN2CCCC2C1 (stereo not given)
→ -2%	1%	3%	4%	1%	-18%	-0.3	-6
> C[C@@H](CSc1ccccc1)CN1CC[C@H](O)CCC1=O
→ -13%	11%	1%	2%	-2%	-2%	2.7	0
> COc1cccc(CN2C(=O)C3(C(C#N)=C(N)OC4=C3C(=O)CCC4)c3ccccc32)c1 (stereo not given)
→ 0%	-6%[57.1 µM]	-1%	8%	0%	-4%	-4.4	x
> OCC[C@@H]1C[C@@H](O)[C@H](O)[C@@]2(Cc3ccccc3CCO2)O1
→ -8%	2%	-2%	14%	5%	8%	-1.3	2
> Cc1nc(NC(=O)c2cccc(Cl)c2)sc1C(=O)N1CCCCC1
→ -6%	0%	2%	-3%	-11%	-9%	-0.4	0
> O=C(CSc1nnc(-c2ccc(F)cc2)n1CC1CCCO1)NCc1ccco1 (stereo not given)
→ -5%	-36%	1%	8%	1%	8%	1.0	-4
> CC(=O)Nc1cccc2c1Cc1cc([N+](=O)[O-])ccc1-2
→ 0%	4%	x	-1%	0%	10%	-0.4	0
> Cc1c(NC(=O)C(C)Oc2ccc(Br)cc2Cl)c(=O)n(-c2ccccc2)n1C (stereo not given)
→ -2%	-8%	-1%	15%	12%	-6%	3.8	-4
> Cc1cc(C)cc(C(=O)NC(CC(N)=O)c2ccc(N3CCN(C)CC3)c([N+](=O)[O-])c2)c1 (stereo not given)
→ -9%	1%	3%	-8%	6%	-5%	-1.1	-3
> COc1ccc(Cn2cc3c(-c4ccc(F)cc4)nnc-3c3cc(OC)c(OC)cc32)cc1
→ 7%	40%[activator]	1%	-136%[inhibitor]	-2%	u	-2.7	-8
> CCOC(=O)C1CCN(c2cc3c(cc2NC(=O)c2ccccc2OCC)n(C)c(=O)n3C)CC1
→ -8%	-11%	-1%	4%	-15%	9%	1.7	16
> O=C(Nc1cc(S(=O)(=O)N2CCCCC2)ccc1Cl)C1=NN(c2ccccc2)C(=O)CC1
→ -15%	1%	1%	-1%	-3%	-5%	-0.5	-6
> COCc1cc(CN(C)C(=O)C2CCC(=O)N(Cc3cccc(OC)c3)C2)[nH]n1 (stereo not given)
→ -6%	-8%	-1%	-6%	8%	2%	3.8	-1
> O=C(c1cccc(S(=O)(=O)N2CCOCC2)c1)N1CCCC1
→ -6%	8%	1%	2%	-5%	-9%	1.0	-5
> CN(C(=O)CSc1ncn[nH]1)C1(C#N)CCCCC1
→ -7%	-1%	2%	2%	8%	-8%	0.4	0
> Cc1cc(C(=O)OC(C(=O)Nc2ccc(C)c(Cl)c2)c2ccccc2)c(C)o1 (stereo not given)
→ -10%	-34%[57.1 µM]	0%	17%	-10%	-25%	-2.4	0
> O=c1c(-c2ccc(O)cc2)coc2cc(OC3OC(CO)C(O)C(O)C3O)ccc12 (stereo not given)
→ -2%	-1%	1%	-18%	13%	5%	-1.3	-3
> COc1ccccc1CNC(=O)CCNS(=O)(=O)c1cccc2nsnc12
→ -1%	-5%	2%	-6%	-1%	8%	-2.6	x
> CCOc1ccc(CN(CCO)CCO)cc1[N+](=O)[O-]
→ -1%	-10%	0%	-7%	9%	9%	4.0	7

Whole records, quoted from the list:
Profile of CN(C(=O)CSc1ncn[nH]1)C1(C#N)CCCCC1 = PLK1 PBD block: -7%; WRN inhibitor: -1%; Mm-Cpn inhibitor: 2%; EPAC1 agonist: 2%; EPAC2 antag: 8%; EPAC1 antagonist: -8%; CCT modulator: 0.4; PI5P4Ka inh: 0
Profile of Cc1c(NC(=O)C(C)Oc2ccc(Br)cc2Cl)c(=O)n(-c2ccccc2)n1C (stereo not given) = PLK1 PBD block: -2%; WRN inhibitor: -8%; Mm-Cpn inhibitor: -1%; EPAC1 agonist: 15%; EPAC2 antag: 12%; EPAC1 antagonist: -6%; CCT modulator: 3.8; PI5P4Ka inh: -4
Profile of O=C(CSc1nnc(-c2ccc(F)cc2)n1CC1CCCO1)NCc1ccco1 (stereo not given) = PLK1 PBD block: -5%; WRN inhibitor: -36%; Mm-Cpn inhibitor: 1%; EPAC1 agonist: 8%; EPAC2 antag: 1%; EPAC1 antagonist: 8%; CCT modulator: 1.0; PI5P4Ka inh: -4

The list continues:
Screens in order – PLK1 PBD block	WRN inhibitor	Mm-Cpn inhibitor	EPAC1 agonist	EPAC2 antag	EPAC1 antagonist	CCT modulator	PI5P4Ka inh
> O=C(O)C1C2CCCCC2=C2CCCCC2C1C(=O)Nc1nccs1 (stereo not given)
→ -5%	-18%	x	3%	-1%	1%	0.3	-12
> COc1ccccc1CN(Cc1cc2cc(C)ccc2[nH]c1=O)Cc1nnnn1CC1CCCO1 (stereo not given)
→ -9%	-8%	-1%	7%	-12%	-4%	1.9	x
> CC1CC(=O)c2ccccc2C1C (stereo not given)
→ -25%	11%	x	5%	1%	6%	-4.6	-2
> COc1cccc(CN2CCN(CCc3ccccc3)C(CCO)C2)c1OC (stereo not given)
→ -3%	3%	0%	8%	1%	14%	-3.1	-9
> Cc1c(Cl)cccc1-n1c(SCC(=O)N2CCC(C(=O)O)CC2)nnc1-c1ccncc1
→ -2%	-1%	0%	-10%	12%	-25%	-0.9	-13
> Cc1cc(=O)n2nc(N3CCCC3C(=O)Nc3ccc(C(C)C)cc3)sc2n1 (stereo not given)
→ 1%	-6%	-1%	-19%	-29%	-4%	-0.6	0
> Cc1ccc(NS(=O)(=O)N(C)C)cc1
→ -5%	4%	-1%	-4%	3%	7%	2.2	-6
> C/C(=N/NC(=O)c1ccc2c(c1)OCCO2)c1ccc([N+](=O)[O-])cc1
→ -10%	9%	0%	11%	-4%	-1%	-2.0	0
> CCCC(=O)Nc1nc2c(s1)COc1ccccc1-2
→ -16%	-11%	1%	-2%	-3%	-2%	0.8	-1
> COc1ccccc1/C=C/C(=O)NCc1ccccn1
→ -9%	-1%	0%	-5%	4%	7%	-3.0	-2
> Cc1ccc([C@H]2C[C@H](O)[C@@H](n3cc(-c4ccc(F)cc4)nn3)CN2C(=O)c2cccs2)cc1
→ -12%	-5%	x	-1%	4%	-6%	-0.8	-5
> Cc1ccc(Cl)c2sc(NC(=O)C3=COCCO3)nc12
→ 6%	13%	0%	-8%	-1%	17%	1.9	24
> COc1ccc(NC(=O)C2CC(=O)OC23CCOC(C)(C)C3)cc1 (stereo not given)
→ 0%	-9%	1%	-2%	-2%	1%	0.5	1
> Cc1ccc(N=C(N(C)C)P(=O)(N(C)C)N(C)C)c(C)c1
→ -1%	-7%	2%	5%	9%	-4%	-1.3	1
> CC(Cc1ccco1)NC(=O)c1ccc(C(F)(F)F)cc1 (stereo not given)
→ -3%	-7%	2%	-16%	-5%	-20%	-1.6	-4
> COc1cc(C(=O)NCCc2cn3ccc(C)cc3n2)cc(OC)c1OC
→ 0%	-14%	0%	-15%	0%	-16%	1.0	-2
> COC(=O)c1sccc1NC(=S)N1CC(C)CC(C)C1 (stereo not given)
→ -3%	-11%	-2%	10%	-7%	-9%	-2.2	1
> COc1ccc(C2C=C(c3ccccc3)Nc3nnnn32)cc1 (stereo not given)
→ -7%	-1%	-1%	16%	-1%	u	-1.6	x
> Cc1cc(NC(=O)CSc2nnc(CNC(=O)c3c(F)cccc3F)o2)no1
→ -3%	-1%	0%	-6%	6%	15%	-0.8	1
> O=C(NCc1ccc2c(c1)OCO2)c1nc(S(=O)(=O)Cc2ccccc2)ncc1Cl
→ u	-7%	0%	-3%	3%	u	-1.0	-12

Part of the list above with just PLK1 PBD block and Mm-Cpn inhibitor:
smiles | PLK1 PBD block | Mm-Cpn inhibitor
CCCC(=O)Nc1nc2c(s1)COc1ccccc1-2 | -16% | 1%
COc1ccccc1/C=C/C(=O)NCc1ccccn1 | -9% | 0%
Cc1ccc([C@H]2C[C@H](O)[C@@H](n3cc(-c4ccc(F)cc4)nn3)CN2C(=O)c2cccs2)cc1 | -12% | x

Part of the list above, set out differently.
COc1cc(C(=O)NCCc2cn3ccc(C)cc3n2)cc(OC)c1OC
  PLK1 PBD block: 0%; WRN inhibitor: -14%; Mm-Cpn inhibitor: 0%; EPAC1 agonist: -15%; EPAC2 antag: 0%; EPAC1 antagonist: -16%; CCT modulator: 1.0; PI5P4Ka inh: -2
COC(=O)c1sccc1NC(=S)N1CC(C)CC(C)C1 (stereo not given)
  PLK1 PBD block: -3%; WRN inhibitor: -11%; Mm-Cpn inhibitor: -2%; EPAC1 agonist: 10%; EPAC2 antag: -7%; EPAC1 antagonist: -9%; CCT modulator: -2.2; PI5P4Ka inh: 1

(continued)
Screens in order – PLK1 PBD block	WRN inhibitor	Mm-Cpn inhibitor	EPAC1 agonist	EPAC2 antag	EPAC1 antagonist	CCT modulator	PI5P4Ka inh
> COc1ccc(/C(O)=C2/C(=O)C(=O)N(CCN(C)C)C2c2ccccn2)cc1OC (stereo not given)
→ -4%	-3%	0%	-6%	-2%	-9%	0.0	-3
> CC1(C)CC(=O)C=C(c2ccc(-c3ccccc3)cc2)C1
→ 2%	-5%	-2%	10%	-8%	2%	-1.1	-1
> O=C(Nc1cccc(Cl)c1)c1cc(S(=O)(=O)N2CCCCC2)c[nH]1
→ -3%	-9%	-5%	-24%	5%	-3%	2.3	0
> CCOc1ccc(NC(=O)C2CSC(c3ccncc3)=N2)cc1 (stereo not given)
→ -13%	-2%	-1%	-1%	23%	-16%	-0.6	-22
> Cc1ccc(/C=C2/SC(=S)N(CCCC(=O)Nc3ccc(O)cc3)C2=O)cc1
→ -2%	-5%	-12%	-5%	1%	-4%	-1.4	2
> COc1ccc(S(=O)(=O)NC(N)=NCCc2ccccc2)cc1
→ 0%	6%	3%	-15%	-5%	16%	2.0	1
> CC1=CC=CC2=NC(=O)CC(C)(C(=O)N(CC(=O)NC3CCCC3)c3ccc(F)cc3)N12 (stereo not given)
→ -4%	-6%	-2%	-3%	6%	8%	1.7	6
> Cc1ccc(S(=O)(=O)N2C[C@H]3[C@H]4C(=O)N(c5ccccc5)C(=O)[C@H]4C[C@H](OC(=O)NC4CCCC4)[C@@]3(O)C2)cc1
→ -4%	2%	x	-5%	-4%	-2%	0.5	4
